Compound activity (PubChem)
GCN5L2 inh = inhibitors of human GCN5L2 histone acetyltransferase. Q92830. GCN5L2 HAT assay, ThioGlo1 CoA-SH fluorescence. Potency, µM (titrated, usually from 58.9 µM), inactives show at the highest dose activity change, negative = inhibition, most hits filed as inhibitors. 0.21% of 390,000 active
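Preincubate 20nM GCN5L2 with compound 15 min, RT → add 50uM ThioGlo1 + 75uM H3(1-25) + 70uM acetyl-CoA → read fluorescence 0 and 20 min. Primary qHTS; fluorescent artifacts likely.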
N370S GC = inhibits or activates N370S mutant glucocerebrosidase; AID 2101; P04062; 0.092% of 330,000 active; N370S GC spleen homogenate, 4MU-glucoside fluorescence; Potency, µM (titrated, usually from 59.4 µM), inactives show at the highest dose activity change, negative = inhibition, hits mostly inhibitors;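 further: 0% = full enzyme activity and -100% = no enzyme basal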
FEN1 inh = inhibitors of human flap endonuclease 1; AID 588795; Recombinant FEN1 flap cleavage, fluorescence, 15 min; P39748; 0.35% of 390,000 active; Potency, µM (doses to about 114 µM), without a hit: at the highest dose activity change, negative = inhibition, actives largely listed as inhibitors; further: nearly all actives have a fitted effect of over 65% in size
Target sequence (P39748 whole entry, looked up): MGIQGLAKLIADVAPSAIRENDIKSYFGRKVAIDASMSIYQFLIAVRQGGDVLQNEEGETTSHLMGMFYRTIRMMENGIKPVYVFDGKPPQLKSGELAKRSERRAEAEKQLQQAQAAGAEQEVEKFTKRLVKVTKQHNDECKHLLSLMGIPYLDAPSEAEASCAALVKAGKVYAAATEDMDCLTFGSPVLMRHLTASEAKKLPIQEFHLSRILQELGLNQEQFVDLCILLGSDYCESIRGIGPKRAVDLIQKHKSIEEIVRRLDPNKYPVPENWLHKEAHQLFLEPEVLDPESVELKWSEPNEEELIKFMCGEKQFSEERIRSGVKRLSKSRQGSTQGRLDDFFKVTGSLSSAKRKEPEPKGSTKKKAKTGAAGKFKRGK
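Potency values derive from four-parameter Hill fits of normalized qHTS data. The reaction used 10 nM FEN1 preincubated 15 min at room temperature with compound, then 50 nM DNA substrate, read at 0 and 15 min.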
An asterisk follows results filed as active; u = inconclusive; x = not tested or not shown. The call rests on the fitted dose curve; in most records, active means well fitted curve in the direction sought with a large enough effect; inconclusive means small, poorly fitted or top-dose-only effect, or another doubt; inactive means no such curve, though single readings can be large; an effect the other way counts as inactive or inconclusive. Unless noted, on the % scale 0 is the no-effect control and ±100 the full control effect; potency means the concentration at half of the fitted maximal effect. Some of the compounds tested; rates above refer to the full screens.

SMILES | GCN5L2 inh | N370S GC | FEN1 inh
CCOC(=O)c1ccc(NC(=O)CSc2nnc(CNc3ccc(C)cc3)n2C)cc1 | -1% | -7% | 3%
O=C(O)c1ccc2c(=O)n3c(nc2c1)/C(=C/c1cccc(Cl)c1Cl)CC3 | 3% | -1% | -9%
CC(C)(C)NS(=O)(=O)c1ccc(NS(=O)(=O)c2ccc(F)cc2)cc1 | 17% | -6% | -11%
COC(=O)c1ccc(COc2ccc(/C=N/NC(=O)C(=O)Nc3ccc(OC)cc3)cc2OC)o1 | 4% | 2% | 0%
COc1ccc(Br)cc1/C=C/C(=O)Nc1ccc2ccccc2c1 | -6% | 17% | 5%
CCCN(CC(=O)Nc1ccccc1C)C(=O)c1cn2ccccc2n1 | 1% | x | -1%
CCN1C(=O)[C@@H]2[C@H](C1=O)[C@@H]1C(=O)Nc3ccccc3C(=O)N1[C@@H]2c1ccccc1 | -5% | -1% | 9%
CC(C)(C)C1CCc2c(sc(NC(=O)c3ccc(Cl)cc3)c2C(=O)NCc2ccco2)C1 (stereo not drawn) | -3% | x | -1%
O=C(O)/C=C/c1ccccc1[N+](=O)[O-] | -15% | 7% | 5%
CC(C)Cc1cc(C(=O)N2CCC(N3CCC(C(=O)NC4CC4)CC3)CC2)n[nH]1 | -5% | -10% | 0%
Cc1cccc(C(=O)N2CCC(=O)N([C@H](COCc3ccc(Cl)cc3)Cc3ccccc3)CC2)c1 | 6% | 12% | x
Clc1cccc(Oc2cnc3ccccc3n2)c1 | -16% | -15% | -18%
Cc1cc([N+](=O)[O-])ccc1NCc1ccccc1 | -8% | 15% | -9%
CCOc1ccccc1NC(=O)C(C)n1nnc2sc3c(c2c1=O)CCCC3 (stereo not drawn) | -12% | x | 5%
CC1CCN(C(=O)CSc2ccc(-c3cccc([N+](=O)[O-])c3)nn2)CC1 | -3% | -3% | 3%
CC(C)(C)C(=O)NC1CC2CCCC(C1)N2C(=O)Nc1ccccc1Cl (stereo not drawn) | -2% | -3% | 18%
Cc1cccc(NC(=O)NCCN2CCCCC2)c1 | 2% | -1% | 3%
O=C(c1ccc(N2CCOCC2)c([N+](=O)[O-])c1)N1CCCC(C(F)(F)F)C1 (stereo not drawn) | -2% | 4% | -5%
COc1ccc(C(=O)N[C@H](C(=O)NCCc2ccc3c(c2)OCCO3)C(C)C)cc1 | -3% | x | 20%
CCNc1ncc2nc(-c3ccc(Cl)cc3)c(=O)n(C3CC3)c2n1 | u | 25% | x
CC(C)(C)c1ccc(OCCC(=O)OCC(=O)NC2CC2)cc1 | -1% | x | -14%
O=C1Nc2ccc(F)cc2C12Nc1ccccc1-c1nnc(SCc3ccccc3Cl)nc1O2 (stereo not drawn) | 0% | 5% | -8%
COc1ccc(-n2cc(C(=O)N(C)c3cc(C)ccc3OC)c3ccccc3c2=O)cc1 | -8% | x | -14%
CC/C(=N\NC(=O)c1ccccc1Cl)c1ccc(Br)s1 | -1% | -29% | 0%
CC12CN3CC(C)(CN(C1)C3c1ccc(Cl)cc1Cl)C2O (stereo not drawn) | 4% | 4% | -4%

Sorted by value in N370S GC (smallest number first): three of the compounds above
compound,N370S GC
CC/C(=N\NC(=O)c1ccccc1Cl)c1ccc(Br)s1,-29%
CCOC(=O)c1ccc(NC(=O)CSc2nnc(CNc3ccc(C)cc3)n2C)cc1,-7%
Cc1cccc(NC(=O)NCCN2CCCCC2)c1,-1%

The list continues:
SMILES | GCN5L2 inh | N370S GC | FEN1 inh
N#Cc1c(N2CCCCC2)nc(N)c2c(N)nc3c(c12)CC(CCl)O3 (stereo not drawn) | -9% | -3% | -3%
Cc1ccc(C(=O)NCc2ccccc2)c(F)c1F | -11% | -6% | 18%
COC(=O)c1ccccc1NC(=O)CSc1ccccc1 | -6% | 18% | -19%
Cc1cccc(-c2nc3c(s2)CCc2onc(-c4ccc(Br)cc4)c2-3)c1 | -6% | -2% | -22%
CC(=O)c1ccc(NC(=O)COC(=O)C2CC3C=CC2C3)cc1 (stereo not drawn) | -5% | x | -10%
COCCN(C(=O)c1ccco1)c1nc(-c2ccccc2)cs1 | -7% | 1% | 5%
CCc1nc(SCc2nc3ccccc3[nH]2)c2oc3ccccc3c2n1 | -6% | 8% | -1%
Cc1cccc(-c2c(NC(=O)c3ccco3)oc3ccc(Cl)cc3c2=O)c1 | -7% | -7% | 13%
CC(C)OC(=O)C(C)Nc1n[nH]c(=S)[nH]c1=O (stereo not drawn) | -4% | 0% | 1%
CCOc1ccc(NC(=S)N2CCN(S(=O)(=O)c3ccc(OC)cc3)CC2)cc1 | -3% | -11% | -6%
Cc1cc(C)n(-c2nc(O)cc(=O)[nH]2)n1 | -6% | 5% | 15%
COc1cnc(-c2ccccn2)nc1Oc1ccccc1Cl | -5% | -6% | 3%
CCn1ccc2cc(S(=O)(=O)N3CCCN(C(=O)NCCOC)CC3)ccc21 | 0% | x | -1%
Cc1cc(C)c(C(=O)CSc2n[nH]c(-c3ccncc3)n2)c(C)c1 | -11% | u | 4%
Cc1ccc([N+](=O)[O-])cc1S(=O)(=O)NCC1COc2ccccc2O1 (stereo not drawn) | -9% | -2% | -14%
COc1ccc(NC(=O)c2ccco2)cc1S(=O)(=O)N1CCOCC1 | -8% | -3% | 5%
CCOc1ccc(NC(=O)CN(c2cc(C)cc(C)c2)S(=O)(=O)c2c(C)noc2C)cc1 | -4% | 2% | 4%
CCOc1ccc(NS(=O)(=O)c2ccc(C(=O)N(C)CC(=O)Nc3ccc(OC)cc3)cc2)cc1 | 0% | -13% | -8%
Cc1cc(C=O)c(C)n1-c1ccc(NC2CCCCC2)c([N+](=O)[O-])c1 | 25% | 1% | -14%
COc1ccc2c(=O)c(C(=O)NCCc3ccccc3)c[nH]c2c1 | 0% | -1% | 11%
NS(=O)(=O)c1cccc(NC(=O)CN2CCC(Cc3ccccc3)CC2)c1 | -1% | -8% | 0%
Cc1cc(C)c2nc(SCC(=O)NCC3CCCO3)c(C#N)cc2c1 (stereo not drawn) | 18% | 5% | -1%
Cc1cc(-c2ccc(C)c(S(=O)(=O)Nc3cccc(C)n3)c2)on1 | 20% | x | 1%
O=C(CNC(=O)c1n[nH]c2ccccc12)Nc1cc(Cl)ccc1Cl | -2% | x | 15%
O=C(NCc1ccc(F)cc1Cl)c1cc(=O)[nH]c2ccc(S(=O)(=O)N3CCCCC3)cc12 | 3% | x | 2%
SMILES | GCN5L2 inh | N370S GC | FEN1 inh
O=[N+]([O-])c1cc(C(F)(F)F)ccc1N1CCN(CCO)CC1 | -1% | -4% | 4%
O=C(NCc1ccc(N2CCCC2=O)cc1)c1cn(Cc2ccccc2)nn1 | -6% | -4% | -4%
CCS(=O)(=O)c1nc(S(=O)(=O)c2ccc(C)cc2)c(NCC(C)C)s1 | -5% | x | 6%
C=CCN1C(=O)c2ccc(C(=O)N3CCN(S(=O)(=O)c4cc(C)ccc4C)CC3)cc2C1=O | -1% | -7% | -4%
COc1c(-c2ccccc2)oc2c(ccc3occc32)c1=O | -3% | -12% | -11%
O=C(c1cc(N2C(=O)C3C4CCC(C4)C3C2=O)ccc1Cl)N1CCCCCC1 (stereo not drawn) | -13% | 10% | -1%
CCOc1ccccc1NC(=S)Nn1cnnc1 | u | -4% | -7%
CC(=O)N(c1ccc(Br)cc1)C1C=CS(=O)(=O)C1 (stereo not drawn) | 0% | 0% | -10%
O=C1c2ccccc2C(=O)N1CC(O)Cn1nnc2ccccc21 (stereo not drawn) | -2% | -2% | 3%
CCOC(=O)C1CCN(C(=O)Nc2c(-c3ccccc3)noc2C)CC1 | 1% | -2% | 17%
O=C1c2ccccc2C(Nc2ccc(S(=O)(=O)N3CCCCC3)cc2)N1Cc1ccco1 (stereo not drawn) | -20% | 10% | 18%
COc1ccc(C(=O)O/N=C(/C)c2cccs2)cc1 | -5% | 28% | -5%
O=c1cc(O)n(-c2ccccc2F)c(=S)[nH]1 | -1% | 6% | -21%
CN1CCCN(Cc2cccc3ccccc23)CC1 | -22% | 0% | -1%
O=S(=O)(NCc1ccccn1)c1ccc(Br)s1 | -6% | 1% | 6%
O=C(O)c1cc(NC(=O)c2ccc3c(c2)C(=O)N(Cc2ccccc2)C3=O)cc(C(=O)O)c1 | 0% | -12% | 7%
O=C(CN1N=C(c2ccccc2)CCC1=O)NCc1ccccc1 | -2% | -14% | -6%
CN(C)CCn1ccc(O)c(Cc2ccc(Cl)cc2)c1=O | -15% | -1% | -13%
CCn1c(=O)[nH]c2cc(C(=O)Nc3cc(C)cc(C)c3)ccc2c1=O | -4% | 13% | -4%
COC(=O)c1ccc(C2C(C#N)=C(N)Oc3cc(N)ccc32)cc1 (stereo not drawn) | -3% | 4% | -14%
CCc1c(O)nc2sc3ccccc3n2c1=O | -21% | -19% | -4%
CCOC(=O)CSc1nnc(-c2ccccc2)o1 | 1% | 5% | 3%
Cc1cc(C(=O)COC(=O)c2ccc(O)cc2O)c(C)n1C(C)C | -1% | x | -9%
Nc1nc(SCC(=O)N2N=C3/C(=C/c4ccco4)CCCC3C2c2ccco2)n[nH]1 (stereo not drawn) | -11% | 4% | -7%
CCOC(=O)N1CCN(C(=O)COC(=O)c2cccc(C)c2[N+](=O)[O-])CC1 | 0% | x | -12%

Next section; it opens with the 4 that closed the last part.
SMILES | GCN5L2 inh | N370S GC | FEN1 inh
CCOC(=O)CSc1nnc(-c2ccccc2)o1 | 1% | 5% | 3%
Cc1cc(C(=O)COC(=O)c2ccc(O)cc2O)c(C)n1C(C)C | -1% | x | -9%
Nc1nc(SCC(=O)N2N=C3/C(=C/c4ccco4)CCCC3C2c2ccco2)n[nH]1 (stereo not drawn) | -11% | 4% | -7%
CCOC(=O)N1CCN(C(=O)COC(=O)c2cccc(C)c2[N+](=O)[O-])CC1 | 0% | x | -12%
CC(C)Cc1[nH]c(=O)c(C#N)c2c1COC(C)(C)C2 | -6% | 6% | -2%
O=C(CN1CCN(c2ccccc2F)CC1)NC(=O)NCc1ccco1 | u | 12% | 0%
COc1ccc(NC(=O)Cc2ccc(Cl)cc2Cl)cn1 | -1% | 3% | -14%
CC(C(=O)O)n1nc2ccccc2n1 (stereo not drawn) | -3% | u | 3%
CCn1c(CSc2nc3ccccc3[nH]2)nc2cc(C(=O)O)ccc21 | -4% | 18% | -12%
CN1CCN(C(=O)c2cc3sccc3n2CC(=O)c2ccccc2)CC1 | -9% | -9% | 11%
CCCCN1C(=O)C(=O)N(CC(=O)Nc2ccc(OC(F)(F)F)cc2)C1=O | -14% | x | -5%
CCN(CC)CCN(C(=O)CCS(=O)(=O)c1ccccc1)c1nc2cc3c(cc2s1)OCO3 | -6% | -4% | 14%
Cc1ccc(C(=O)N2CCCC(N3CCN(c4ccccc4C)CC3)C2)c(=O)[nH]1 (stereo not drawn) | -5% | -13% | u

Arranged by formula weight (largest number first): some entries from above.
SMILES | GCN5L2 inh | N370S GC | FEN1 inh
Cc1ccc(C(=O)N2CCCC(N3CCN(c4ccccc4C)CC3)C2)c(=O)[nH]1 (stereo not drawn) | -5% | -13% | u
CCCCN1C(=O)C(=O)N(CC(=O)Nc2ccc(OC(F)(F)F)cc2)C1=O | -14% | x | -5%
O=C(CN1CCN(c2ccccc2F)CC1)NC(=O)NCc1ccco1 | u | 12% | 0%
CCn1c(CSc2nc3ccccc3[nH]2)nc2cc(C(=O)O)ccc21 | -4% | 18% | -12%
CC(C)Cc1[nH]c(=O)c(C#N)c2c1COC(C)(C)C2 | -6% | 6% | -2%
